Myeloid diff MLP – induction of myeloid progenitor differentiation, primary screen, cell-based, flow cytometry, MLPCN library | 360,000 compounds, 1% hits | ER-HoxA9 myeloid progenitors, lysozyme-GFP differentiation | calls only at 10 µM;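 active means normalized GFP-positive differentiation at or above the plate's own cutoff, the solvent-only control mean plus 3 SD; inconclusive means no clear call, values can overlap the other calls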;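 further: cells exposed to compound for four days before flow analysis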
Myeloid diff MLP GFP+ MAC1+ % – further read-out of Myeloid diff MLP, marked with its call; GFP+ MAC1+ double positive, %; measured here: differentiation confirmed by MAC1 staining
The depositor's hits bear a star; i = inactive; ? = inconclusive; nt = no result given. This is a subset (hit frequency here may not be typical).

SMILES	Myeloid diff MLP	Myeloid diff MLP GFP+ MAC1+ %
Cc1ccc(S(=O)(=O)NN=C2CCc3ccccc32)cc1	i	0.8
O=C(COc1ccccc1)Nc1nc(-c2cccnc2)cs1	i	0.3
CCCNC(=O)C1(C)CCN(C(=O)c2c(Cl)cccc2Cl)C1 (stereo not given)	i	0.6
O=C(COC(=O)c1ccc(Br)o1)Nc1ccc(Br)cc1	i	0.3
C=CCOC1COC2C(OCC=C)COC12 (stereo not given)	i	1.8
COc1ccc(CNC(=O)COC(=O)CC(NC(N)=O)c2ccc(Cl)cc2)cc1OC (stereo not given)	i	0.4
CC1(C(=O)NCc2ccccc2Br)CCN1Cc1ccc(-c2ccccn2)cc1 (stereo not given)	i	1.2
CCOC(=O)[C@H]1[C@H]2COc3ccc(Cl)cc3[C@@H]2N2C(=O)CNC(=O)[C@@]12C	i	2.3
Nc1ncnc2c1C(c1ccccc1)c1c(ccc3ccccc13)O2 (stereo not given)	i	1.0
Cc1noc(C)c1COc1ccc(C(=O)N2CC(C)CC(C)C2)cc1 (stereo not given)	i	1.1
Cc1ccc(N2CCC3CC2c2cc(-c4ccc(C(F)(F)F)cc4)ccc23)cc1 (stereo not given)	i	0.9
CC1=N/C(=C\c2ccccc2Cl)C(=O)O1	i	1.2
CC1(C)NC(=O)N(CC(=O)OCC(=O)Nc2c(Br)cc([N+](=O)[O-])cc2Br)C1=O	i	1.1
CN(C)S(=O)(=O)c1cccc(NC(=O)CN2C(=O)NC(Cc3ccccc3)C2=O)c1 (stereo not given)	i	0.8
C[C@H](CO)N1C[C@H](C)[C@@H](CN(C)C(=O)Nc2ccccc2F)Oc2cc(Br)ccc2S1(=O)=O	i	0.6
COc1cc(NS(=O)(=O)c2ccc(NC(=S)NC(C)=O)cc2)nc(OC)n1	i	0.4
COc1ccc(CC(=O)Nc2ccc(S(=O)(=O)N3CCCC3)cc2)c(OC)c1	i	0.3
CCN1C(=O)[C@H]2[C@@H](c3ccc(OC)cc3)N[C@]3(CCCN(CC4CCCCC4)C3=O)[C@H]2C1=O	i	0.8
CCc1nc2ccc(C(=O)NCCCN3CCCC3=O)cn2c1N(CC)CCN(C)C	i	0.8
Cc1ccc(S(=O)(=O)N2CCOCC2)cc1NC(=O)COC(=O)c1cnccn1	i	0.6
Cc1ccc(S(=O)(=O)NNC(=O)c2cc([N+](=O)[O-])c(C)c([N+](=O)[O-])c2)cc1	i	0.3
COc1ccc(-c2[nH][nH]c(=O)c2NC(=O)c2ccc(C)cc2)cc1	i	0.4
CCN(CC)S(=O)(=O)c1cccc(C(=O)N[C@H](C(=O)NC2=NCCS2)C(C)C)c1	i	1.2
Cc1ccccc1CN1C(=O)CN(S(C)(=O)=O)CC1(C)C(=O)Nc1c(C)cccc1C (stereo not given)	i	1.4
Nc1c(N(CCO)C(=O)C2CCCC2)c(=O)[nH]c(=O)n1Cc1ccccc1	i	1.1
O=C(NC1CCN(Cc2ccccc2)C1)c1cccc(S(=O)(=O)N2CCOCC2)c1 (stereo not given)	i	0.8
O=C(COC(=O)c1c(F)cccc1F)Nc1cccc(S(=O)(=O)N2CCCCC2)c1	i	1.3
CCCNC(=O)c1cc(C2CCCCN2S(=O)(=O)c2cn(C)cn2)on1 (stereo not given)	i	1.5
C[C@H](CO)N1C[C@H](C)[C@@H](CN(C)S(=O)(=O)c2ccccc2)Oc2c(NC(=O)NC3CCCCC3)cccc2C1=O	i	0.5
CN(C)c1ccc(C=O)c(Oc2ccccc2)c1	i	0.3
Cc1ccc2oc3ccccc3c(=O)c2c1	i	2.1
CCc1cc(Cn2nc(-c3ccccc3C)cc2C(=O)O)on1	i	1.0
CCOC(=O)[C@]12CCC=C1N(CCC1=CCCCC1)C(=O)[C@H](CC(=O)NCCc1ccccc1OC)C2	i	0.4
COc1cc(C(=O)NCC(=O)N2CCN(S(=O)(=O)c3ccccc3C(F)(F)F)CC2)cc(OC)c1OC	i	0.5
COCCCN1C(=O)C(CC(=O)NCCCCc2ccccc2)CC(C(=O)N2CCOCC2)=C1C (stereo not given)	i	0.6
CC(C)Oc1ccc(C(=O)OCC(=O)NC2CCCCCC2)cc1	i	0.5
CCN(CC(=O)Nc1ccc(NC(C)=O)cc1)C(=O)CCN1C(=O)C2CC=CCC2C1=O (stereo not given)	i	0.8
COCCCN1C(=O)C(CC(=O)NCc2cccs2)CC(C(=O)N(C(C)C)C(C)C)=C1C (stereo not given)	i	0.6
O=C(Nc1ccc2[nH]c(=O)[nH]c2c1)c1ccc([N+](=O)[O-])o1	i	0.1
COC(C/C=C\[C@H](O)[C@H](C)OCc1ccccc1)OC	i	0.8

Some of the entries above in a different format.
Molecule,Myeloid diff MLP,Myeloid diff MLP GFP+ MAC1+ %
Cc1ccc(S(=O)(=O)NNC(=O)c2cc([N+](=O)[O-])c(C)c([N+](=O)[O-])c2)cc1,i,0.3
COc1ccc(-c2[nH][nH]c(=O)c2NC(=O)c2ccc(C)cc2)cc1,i,0.4
CCN(CC)S(=O)(=O)c1cccc(C(=O)N[C@H](C(=O)NC2=NCCS2)C(C)C)c1,i,1.2
Cc1ccccc1CN1C(=O)CN(S(C)(=O)=O)CC1(C)C(=O)Nc1c(C)cccc1C (stereo not given),i,1.4
Nc1c(N(CCO)C(=O)C2CCCC2)c(=O)[nH]c(=O)n1Cc1ccccc1,i,1.1
O=C(NC1CCN(Cc2ccccc2)C1)c1cccc(S(=O)(=O)N2CCOCC2)c1 (stereo not given),i,0.8
O=C(COC(=O)c1c(F)cccc1F)Nc1cccc(S(=O)(=O)N2CCCCC2)c1,i,1.3
CCCNC(=O)c1cc(C2CCCCN2S(=O)(=O)c2cn(C)cn2)on1 (stereo not given),i,1.5
C[C@H](CO)N1C[C@H](C)[C@@H](CN(C)S(=O)(=O)c2ccccc2)Oc2c(NC(=O)NC3CCCCC3)cccc2C1=O,i,0.5
CN(C)c1ccc(C=O)c(Oc2ccccc2)c1,i,0.3
Cc1ccc2oc3ccccc3c(=O)c2c1,i,2.1
CCc1cc(Cn2nc(-c3ccccc3C)cc2C(=O)O)on1,i,1.0
CCOC(=O)[C@]12CCC=C1N(CCC1=CCCCC1)C(=O)[C@H](CC(=O)NCCc1ccccc1OC)C2,i,0.4
COc1cc(C(=O)NCC(=O)N2CCN(S(=O)(=O)c3ccccc3C(F)(F)F)CC2)cc(OC)c1OC,i,0.5

(next part)
SMILES	Myeloid diff MLP	Myeloid diff MLP GFP+ MAC1+ %
Cc1cc(C)c(S(=O)(=O)NN=C2c3ccccc3[C@H]3Cc4csc[n+]4[C@@H]23)c(C)c1	i	1.3
COC1=C(NCc2ccc3c(c2)OCO3)C(=O)C(OC)=C(NCc2ccc3c(c2)OCO3)C1=O	i	0.2
CCN(CC(=O)Nc1ccc(NC(C)=O)cc1)C(=O)c1ccc2c(c1)OCO2	i	0.5
O=C1Cc2c(-c3ccccc3)cc(-c3cccc(Cl)c3)nc2-c2ccccc2N1	i	1.1
COc1ccccc1NS(=O)(=O)c1ccc(N2CCOCC2)c(N)c1	i	1.2
COc1cc(OC)cc(C(=O)N[C@H](C(=O)OCC(=O)c2ccc(C)c([N+](=O)[O-])c2)C(C)C)c1	i	0.6
Cc1cccc(C)c1NC(=O)Nc1nc(CN(C)C)cs1	i	0.9
O=C(CN1C(=O)NC2(CCCCCC2)C1=O)NCc1ccccc1Cl	i	0.0
CCN(CC(=O)Nc1ccccc1OC)Cc1csc(CC(=O)Nc2ccc(C)cc2)n1	i	0.5
CC12CCC(=O)N1C(C(=O)NCCN1C(=O)S/C(=C\c3ccccc3Cl)C1=O)CS2 (stereo not given)	i	0.6
C[C@H](CO)N1C[C@H](C)[C@@H](CN(C)S(=O)(=O)c2ccc(Cl)cc2)OCc2cnnn2CCCC1=O	i	1.4
O=C(NN=Cc1ccccc1C(=O)O)c1cccc(S(=O)(=O)Nc2cccc(C(F)(F)F)c2)c1	i	0.8
CC(=O)Nc1ccc(S(=O)(=O)Nc2cccc(S(=O)(=O)N(C)c3ccccc3)c2)cc1	i	0.6
CC(C)c1c(O)ccc2c1CC[C@H]1C(C)(C)CCC[C@]21C	i	2.0
Cc1ccnc(NC(=O)C(Cc2ccccc2)NC(=O)c2ccccc2)c1 (stereo not given)	i	0.7
Cc1ccc2ccccc2c1NC(=O)CNCc1ccccc1	i	0.8
CC1CCN(C(=O)c2[nH]cnc2C(=O)Nc2ccccc2)CC1	i	1.8
CC1CCc2cccc3c(O)cc(=O)n1c23 (stereo not given)	i	0.9
CCc1cccc(NC(=O)C2CCN(c3ncnc4sc(C)c(C)c34)CC2)c1	i	1.7
CC1(C)O[C@@H]2[C@H](O1)[C@@H](CO)O[C@H]2n1cnc2c(N)ncnc21	i	1.8
CC1CN(C(=O)COC(=O)c2cccc(S(=O)(=O)N3CCc4ccccc43)c2)CC(C)O1 (stereo not given)	i	0.5
C[C@H]1CN([C@@H](C)CO)C(=O)CCCn2cc(nn2)CO[C@@H]1CN(C)C(=O)c1cc(-c2ccccc2)on1	i	0.6
C=CCn1c(SCC(=O)Nc2c(C)n(C)n(-c3ccccc3)c2=O)nnc1-c1ccncc1	i	1.0
CCOC(=O)N1C2C=CC(C2)N1C(=O)OCC	i	0.5
COc1ccc(NS(=O)(=O)c2ccc(N3CCCCC3)c(N)c2)cc1	i	1.3
CCOC(=O)[C@H](C)N1[C@H](C)[C@H](c2ccccc2)Oc2ccc(Cl)cc2S1(=O)=O	i	0.2
COC1=C(Nc2ccc(OC)cc2)C(=O)C(OC)=C(Nc2ccc(OC)cc2)C1=O	i	0.6
CCn1cnc2c([N+](=O)[O-])c(NS(=O)(=O)c3ccc(C)cc3)ccc21	i	1.4
c1cc(CCCc2ccncc2)ccn1	i	1.0
COc1cccc(/C=N/NC(=O)CN(C)S(=O)(=O)c2ccccc2)c1OC	i	0.2
COc1ccccc1CCC(=O)OCC(=O)NCc1ccc(OC)c(OC)c1	i	1.4
COc1ccc(Cc2nnc3n2N=C(c2cc4ccccc4o2)CS3)cc1OC	i	0.9
Oc1ccc(C=NN=Cc2ccco2)c(O)c1	i	2.7
O=C(O)C1CCCCN1c1ccccc1[N+](=O)[O-] (stereo not given)	i	1.2
Cc1cc(CC(=O)O)n(C)c1C(=O)c1ccc(Cl)cc1	i	2.7
COc1ccc(S(=O)(=O)N(C)C[C@H]2OCc3cnnn3CCCC(=O)N([C@@H](C)CO)C[C@H]2C)cc1	i	0.7
O=C(NC1=NCCS1)c1cccc(S(=O)(=O)N2CCOCC2)c1	i	1.1
CC(Sc1ccc(S(=O)(=O)N2CCOCC2)cn1)C(=O)Nc1ccc(Cl)cc1Cl (stereo not given)	i	0.7
Cc1ccc(S(=O)(=O)N2CCN(C(=O)Cn3cnc4c3c(=O)n(C)c(=O)n4C)CC2)cc1C	i	0.5
CCC(CC)C(=O)N(C)c1c(C)nc2c(OCC3CCCCC3)cccn12	i	0.9
CCN1C(=O)c2cccc3c(S(=O)(=O)N4CCNCC4)ccc1c23	i	0.4
CC(C)(C)N(Cc1ccccc1)C(=O)COC(=O)c1ccc(Br)o1	i	1.0
c1ccc(CNC2CC3CCC2C3)cc1 (stereo not given)	i	0.5
CCOC(=O)C1=C(COC(=O)COc2ccccc2C=O)NC(=O)NC1C (stereo not given)	i	0.9
COC(=O)[C@H](CC(C)C)NS(=O)(=O)N[C@@H](CC(C)C)C(=O)OC	i	4.1
CC(C)=CCC/C(C)=C/COc1c2occc2cc2ccc(=O)oc12	i	2.1
COc1ccccc1C(=O)N1CCN(c2nc3cc(C)cc(C)c3cc2C#N)CC1	i	0.6
COc1cc(/C=C/C(=O)OCC(=O)NNC(=O)c2cc(Cl)ccc2OC)ccc1O	i	0.4
Cn1cccc1C(=O)OCc1cc(-c2ccco2)on1	i	0.5
CC(O)(Cc1ccccn1)Cc1ccccn1	i	1.3
O=C1CC[C@H](O)CCN1CCSc1ccc(Br)cc1	i	2.5
CCOC(=O)C1CCCN(C(=O)COc2ccc(C(=O)c3ccccc3)cc2)C1 (stereo not given)	i	0.9
COc1ccc(Cl)cc1NC(=O)CN(C)C(=O)c1sc2ccccc2c1Cl	?	nt
COc1ccccc1S(=O)(=O)NCc1ccc(C(=O)NC2CCC(O)CC2)cc1 (stereo not given)	i	1.0
Nc1ccc(C(=O)Nc2ccc3cc(S(=O)(=O)O)ccc3c2)cc1	i	0.6
CC(=O)Nc1ccc(S(=O)(=O)NCc2ccc(C(=O)NCCN(C)Cc3ccccc3)cc2)cc1	i	0.8
O=C(NCc1ccccc1CN1CCCC1)C1CCN(C(=O)c2ccc(F)cc2)CC1	i	0.9
CC(C)(C)OC(=O)NCCCC[C@H](NC(=O)c1[nH]cnc1C(=O)N[C@@H](Cc1ccccc1)C(=O)OCc1ccccc1)C(=O)OC(C)(C)C	i	1.9
CCN(c1ccccc1)S(=O)(=O)c1cccc(C(=O)OCC(=O)Nc2ccc(NC(C)=O)cc2)c1	i	0.3
O=C(COc1cccnc1[N+](=O)[O-])Nc1cc(Cl)ccc1Cl	i	1.2

Remaining list, next part.
SMILES	Myeloid diff MLP	Myeloid diff MLP GFP+ MAC1+ %
O=C(N[C@H](CO)c1ccccc1)[C@H]1O[C@@H](n2ccc(=O)[nH]c2=O)[C@H](O)[C@@H]1O	i	0.3
CC(C)C(N)c1csc(Nc2ccc(C(=O)N(C)Cc3ccccc3)cn2)n1 (stereo not given)	i	2.4
CCOC(=O)c1c(C)[nH]c(C(=O)COC(=O)CCNS(=O)(=O)c2ccc(NC(C)=O)cc2)c1C	i	1.4
O=C1CCCN1CCCNc1nc(NCc2cccs2)nc2ccsc12	i	0.7
COCCNc1nc(NCc2ccccc2)nc2ccsc12	i	0.1
NC(=O)c1ccsc1NC(=O)COC(=O)c1cccnc1Cl	i	1.5
Cc1cc(C(=O)OCC(=O)N2CCOCC2)c(C)n1-c1ccccc1	i	1.2
COc1cc(F)cc(-c2ccc3c(c2)c(-c2cccs2)c(-c2cc(OC)cc(OC)c2)n3C)c1	i	2.6
CC(OC(=O)C1CC(=O)N(Cc2ccco2)C1)C(=O)Nc1cccc(C#N)c1 (stereo not given)	i	0.7
CCOc1ccc(C(=O)NCC(=O)OCCCC(=O)c2ccc(F)cc2)cc1OCC	i	0.6

Screening results as filed in PubChem BioAssay.
